Screening results deposited in PubChem BioAssay by National Center for Advancing Translational Sciences (NCATS).
GLP1R cytotox: cytotoxic in the GLP-1 receptor inverse agonist counter-screen; hit rate 0.13% among 410,000; AID 624418; HEK293 cAMP-luciferase reporter cells, luminescence, 24 h; Potency, µM (top dose mostly 38.3 µM), inactives show at the top dose activity change, negative = inhibition, usual class: inhibitors;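 further: loss of luciferase light is scored as toxicity; potency means the concentration at half of the fitted maximal effect; on the % scale 0 is the no-effect control and ±100 the full control effect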
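Quantitative HTS format, 1536 wells, 200 cells/uL seeded. Compounds: 23 nL, 24 h, 37 °C. Detection: luciferase reagent, luminescence at 12 min RT; decreased signal taken as cytotoxic.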
TDP-43 yeast inh: inhibitors of TDP-43 toxicity in yeast; hit rate 1.8% among 410,000; TDP-43 expressing yeast growth rescue, BacTiter-Glo, 24 h; Potency, µM (highest dose often 46.1 µM), inactives show at the top dose growth rescue (activation), actives largely listed as activators; AID 652104; further: potency means the concentration at half of the fitted maximal effect; % of control where 0% means no effect; nearly all actives have a fitted effect of over 50% in size
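Cell-based yeast growth screen: TDP-43 expression induced in galactose, inoculum OD600=0.02 after raffinose pregrowth to mid-log. Read-out BacTiter-Glo luminescence at 24 hr, 30 deg C; inhibition of toxicity seen as signal increase.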
DRD3 agonist: activates the human D3 dopamine receptor. hit rate 0.58% among 410,000. max activation, %. D3R DiscoveRx beta-arrestin cells, luminescence, 90 min; in the data active means max activation above about 30%; further: 0% is about no effect; mostly tested at two doses, the higher about 12 µM
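Cells at 1500/well, incubated overnight, then treated with pinned compounds (dopamine as control) for 90 min at 37 degrees C. DiscoveRx reagent added for 30 - 60 minutes at room temperature; luminescence read.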
GLP1R inv ag: inverse agonists of human GLP-1 receptor; P43220; HEK293 GLP-1R CRE-luciferase, luminescence, 24 h; GLP-1R form is constitutively active; Potency, µM (series often up to 38.3 µM), without a hit: at the top dose activity change, negative = inhibition, usual class: inhibitors; hit rate 1.6% among 410,000; AID 624417; further: potency means the concentration at half of the fitted maximal effect; on the % scale 0 is the no-effect control and ±100 the full control effect; nearly all actives have a fitted effect of over 55% in size
Target sequence (P43220 whole entry, looked up): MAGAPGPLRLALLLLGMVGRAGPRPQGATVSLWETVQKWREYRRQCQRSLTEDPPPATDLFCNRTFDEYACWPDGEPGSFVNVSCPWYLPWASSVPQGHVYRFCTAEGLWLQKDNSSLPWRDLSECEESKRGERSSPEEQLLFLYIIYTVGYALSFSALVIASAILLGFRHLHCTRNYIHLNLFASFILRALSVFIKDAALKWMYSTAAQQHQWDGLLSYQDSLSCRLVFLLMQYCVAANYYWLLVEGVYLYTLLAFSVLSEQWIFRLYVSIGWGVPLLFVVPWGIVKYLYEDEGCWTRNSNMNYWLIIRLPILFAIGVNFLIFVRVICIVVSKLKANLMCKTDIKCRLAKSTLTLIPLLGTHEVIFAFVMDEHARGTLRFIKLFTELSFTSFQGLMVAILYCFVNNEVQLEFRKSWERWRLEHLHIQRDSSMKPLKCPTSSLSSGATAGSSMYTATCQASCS
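Luminescence readout: a drop in cAMP-driven luciferase signal flags inverse agonism at a constitutively active GLP-1R stably expressed in HEK293. Compound exposure lasted 24 hr at 37 deg C, 5% CO2.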
DRD3 antagonist: D3 dopamine receptor (human) antagonism; D3R cells, DiscoveRx beta-arrestin luminescence, antagonist mode; active compounds read low; max response, negative = inhibition, %; hit rate 2.5% among 360,000; in the data active means max response below about -50%; inconclusive means no clear call, values can overlap the other calls; further: on the % scale 0 is the no-effect control and ±100 the full control effect; mostly tested at two doses, the higher about 12 µM
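Cells plated overnight at 1500 cells/well, then exposed to library compounds with dopamine controls for 90 minutes at 37 degrees C. DiscoveRx reagent added for 30–60 minutes at room temperature; luminescence read, quantitative HTS format.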
KB-V1 MDR tox: kills drug-selected multidrug resistant KB-V1 cells | KB-V1 MDR cells viability, CellTiter-Glo, 72 h | Potency, µM (highest dose often 46.1 µM), for the others: at the highest dose activity change, negative = cytotoxicity, most hits filed as cytotoxic | hit rate 3.4% among 400,000; further: potency means the concentration at half of the fitted maximal effect; on the % scale 0 is the no-effect control and ±100 the full control effect; nearly all actives have a fitted effect of over 60% in size
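Luminescent ATP read-out (CellTiter-Glo, 10 min) measures survival of drug-selected KB-V1 MDR cells after 72 h, 37 degrees C compound exposure. Medium: phenol-red-free DMEM, 10% FBS. Values from fitted concentration-response curves.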
aSyn rescue: alpha-synuclein toxicity inhibition in yeast; Yeast expressing alpha-synuclein, growth rescue, BacTiter-Glo, 24 h; Potency, µM (series often up to 46.1 µM), without a hit: at the top dose growth rescue (activation), actives largely listed as activators; hit rate 0.14% among 370,000; further: potency means the concentration at half of the fitted maximal effect; % of control where 0% means no effect; nearly all actives have a fitted effect of over 65% in size
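Screening used galactose-induced yeast with toxic alpha-synuclein levels, exposed to compound for 24 hr at 30 deg C. Cell growth, read with BacTiter-Glo luminescence, gave the measured signal.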
PTHR1 ag: activates the human parathyroid hormone receptor PTHR1; hit rate 0.075% among 410,000; Potency, µM (series often up to 115 µM), without a hit: top-dose activation, hits mostly activators; HEK293 GP2 PTHR1 cells, GloSensor cAMP luminescence, 1 h; further: potency means the concentration at half of the fitted maximal effect; nearly all actives have a fitted effect of over 55% in size; some results filed as inactive show a strong effect at the top dose; inactives centre near -15; many of its hits are not listed in these tables
Target sequence (Q03431 whole entry, looked up): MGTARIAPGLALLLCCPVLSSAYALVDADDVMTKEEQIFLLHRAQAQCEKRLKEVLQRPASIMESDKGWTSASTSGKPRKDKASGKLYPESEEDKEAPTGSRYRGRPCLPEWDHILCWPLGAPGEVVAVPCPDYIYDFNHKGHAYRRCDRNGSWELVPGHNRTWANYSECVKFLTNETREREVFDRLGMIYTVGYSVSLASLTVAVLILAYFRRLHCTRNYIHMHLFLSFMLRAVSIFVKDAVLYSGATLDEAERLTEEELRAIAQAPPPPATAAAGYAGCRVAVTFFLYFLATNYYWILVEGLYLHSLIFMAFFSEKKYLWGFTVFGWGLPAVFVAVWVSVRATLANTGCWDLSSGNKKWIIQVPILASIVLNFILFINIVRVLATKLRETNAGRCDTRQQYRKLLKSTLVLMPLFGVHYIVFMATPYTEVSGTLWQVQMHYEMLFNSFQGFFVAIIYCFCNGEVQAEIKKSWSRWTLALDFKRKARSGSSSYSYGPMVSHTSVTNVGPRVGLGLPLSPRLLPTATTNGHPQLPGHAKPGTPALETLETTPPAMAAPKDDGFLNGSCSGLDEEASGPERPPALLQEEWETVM
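HEK-293-derived GP2 cells expressing PTHR1 and a GloSensor cAMP reporter, 3,000/well, plated overnight, given luciferin plus IBMX (each 0.5 mM as added) for 1 h at 37 °C, then compound for 1 h at 37 °C. Luminescence was read after 15 min at room temperature.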
GLP-1R agonist: activates the human GLP-1 receptor; P43220; HEK293 GLP-1R CRE-luciferase, luminescence, 4-6 h; cells express a hypersensitive GLP-1R form; Potency, µM (highest dose often 45.6 µM), for the others: top-dose activation, usual class: activators; hit rate 0.007% among 380,000; further: potency means the concentration at half of the fitted maximal effect; % of control where 0% means no effect
* hit, by the source's call; i = inactive; ? = inconclusive; / = no result given; & = joins results of further samples; [ ] = dose if it differs, or a comment. Unless noted, the call rests on the fitted dose curve; in most records, active means well fitted curve in the direction sought with a large enough effect; inconclusive means small, poorly fitted or top-dose-only effect, or another doubt; inactive means no such curve, though single readings can be large; an effect the other way counts as inactive or inconclusive. A portion of the library, so the mix of outcomes need not match the whole.

SMILES	GLP1R cytotox	TDP-43 yeast inh	DRD3 agonist	GLP1R inv ag	DRD3 antagonist	KB-V1 MDR tox	aSyn rescue	PTHR1 ag	GLP-1R agonist
CCOC(=O)C1CCN(C(=O)C2c3ccccc3C(=O)N(C)C2c2ccc(OC)cc2)CC1 (stereo unspecified)	-11.7%	7.2%	1.3	4.3%	22.4	0.0%	6.3%	-9.5%[57.5 µM]	-7.8%
O=C(Cn1c(=O)n(Cc2nc(-c3ccccc3)no2)c(=O)c2cc3c(cc21)OCO3)Nc1ccccc1	2.6%	1.1%	-2.5	4.9%	/	9.5%	/	i	/
S=C(NCCc1ccccc1)NC1CCCCCC1	12.1%	-3.0%	-0.7	?	3.4	0.0%	-7.3%	-9.0%[57.5 µM]	3.2%
CCS(=O)(=O)N1CC(=O)N(c2ccc(C)c(C)c2)C(C)(C(=O)NC2CCCCC2)C1 (stereo unspecified)	-13.6%	6.7%	-2.9	6.0%	/	-1.2%	/	i	/
COCCN1C(=O)N(c2cccc(C)c2)C(=O)C1CC(=O)Nc1cc(OC)cc(OC)c1 (stereo unspecified)	-0.4%	11.8%	3.4	22.0%	23.2	-8.8%	-2.7%	-4.5%	-1.0%
Cc1cccc(NC(=O)C2CCN(S(=O)(=O)c3cccc4cccnc34)CC2)c1	-29.5%	18.1%	4.8	?	3.0	-7.4%	0.8%	-51.1%[inhibitor]	-1.0%
COC(=O)CC#N	-7.0%	15.9%	17.8	9.1%	3.1	-3.0%	-9.9%	i	-2.7%
O=c1c(Cc2ccccc2)c(O)nc2n1CCCS2	-3.7%	-6.1%	-2.9	9.1%	35.2	15.2%	-3.4%	i	-6.6%
O=C(Nc1ccc(NC(=O)c2cccs2)c(Cl)c1)c1cccs1	-4.0%	-7.1%	4.1	?	4.1	-2.7%	-3.2%	-12.3%	10.1%
Cc1ccccc1C(=O)c1cccn1CC(=O)N1CCCCCC1	-9.6%	8.8%	2.8	-58.3%	0.0	-14.6%	11.5%	-2.3%[57.5 µM]	16.5%
CS(=O)(=O)N(CC(=O)N1CCCCCC1)c1cccc([N+](=O)[O-])c1	-2.8%	13.8%	2.6	2.0%	-1.1	-20.5%	2.0%	i	-0.7%
CCN1CCc2c(sc(NC(=O)C3CCCCC3)c2C(=O)OC)C1	-26.0%	2.9%	-9.9	?	-24.5	8.3%	5.5%	-0.6%	2.5%
Cc1ccc(S(=O)(=O)NC(=O)N2CCCN(Cc3ccc(F)cc3)CC2)cc1	3.1%	6.9%	-13.4	-7.0%	-51.3*	8.6%	10.1%	-10.5%	-3.6%
CN(CCOc1ccc(Cl)cc1)C(=O)c1ccc2c(=O)n3c(nc2c1)CCC3	11.3%	0.0%	-18.6	0.0%	-15.7	?	-3.8%	i	-2.9%
O=C(Nc1ccccc1)N(CCc1ccncc1)C1CCCCC1	0.3%	13.1%	-4.2	2.5%	-4.7	-12.4%	-8.1%	23.9%	4.6%
Cc1ccc(CCNC(=O)CCS(=O)(=O)c2ccc(Br)cc2)cc1	1.6%	-1.3%	0.3	-2.6%	-6.6	9.9%	0.8%	-16.6%	-8.4%
COc1ccc2c(c1)C(C1C(=O)CCCC1=O)c1ccccc1O2 (stereo unspecified)	2.2%	13.9%	0.2	32.6%[activator]	-23.6	?	7.6%	-7.5%[57.5 µM]	1.5%
COc1ccc(CNC(=O)COc2ccc(OC)cc2)cc1	-17.3%	29.1%	5.4	-2.3%	0.5	2.7%	-0.1%	-0.9%	15.7%
N#C/C(C(=O)N1CCCCC1)=C1/N=C(N)c2ccccc21	-22.5%	0.9%	0.3	-23.0%	-0.8	13.3%	-12.1%	i	8.9%
COc1ccc(OCC(=O)NNC(=O)c2ccc3c(=O)n4c(nc3c2)CCC4)cc1	1.8%	-0.1%	0.7	9.2%	-2.9	?	-13.9%	-14.3%	-5.7%

Brought forward from above: two compounds, then new ones.
SMILES	GLP1R cytotox	TDP-43 yeast inh	DRD3 agonist	GLP1R inv ag	DRD3 antagonist	KB-V1 MDR tox	aSyn rescue	PTHR1 ag	GLP-1R agonist
N#C/C(C(=O)N1CCCCC1)=C1/N=C(N)c2ccccc21	-22.5%	0.9%	0.3	-23.0%	-0.8	13.3%	-12.1%	i	8.9%
COc1ccc(OCC(=O)NNC(=O)c2ccc3c(=O)n4c(nc3c2)CCC4)cc1	1.8%	-0.1%	0.7	9.2%	-2.9	?	-13.9%	-14.3%	-5.7%
Cc1ccc(Oc2ccc(N)cc2)cc1	17.7%	9.6%	1.6	?	-17.7	18.2%	9.5%	i	8.4%
COc1cnn(-c2cc(Oc3ccc(C)cc3)ncn2)c(=O)c1Cl	-16.0%	2.5%	0.5	9.6%	0.0	5.6%	-9.7%	i	5.0%
CCn1c(COc2ccccc2)nnc1SCC(=O)Nc1cc(C)ccc1OC	-6.3%	0.9%	11.9	-8.5%	12.2	14.6µM*	-9.9%	i	6.7%
COc1cccc(CNCC(=O)NC(=O)NC2CCCC2)c1	-5.3%	-25.6%	-0.7	?	-4.4	4.9%	-1.7%	-0.6%	-1.6%
N#CCC(=O)NNC(=S)Nc1ccccc1C(F)(F)F	-2.2%	7.3%	4.7	-3.5%	11.2	-12.4%	-2.8%	-9.1%	1.0%
CCCN(CC(=O)Nc1ccccc1Br)CC(=O)Nc1ccc(F)c(F)c1F	-16.3%	?	2.2	?	9.7	0.0%	22.8%	-28.8%	18.8%
CCOC(=O)c1c(C)nc2c(c1-c1ccccc1)C(=O)CCC2	8.8%	3.4%	2.2	-7.6%	-5.0	-4.5%	0.5%	-14.0%	2.7%
Cc1ccc(S(=O)(=O)N2CCN(c3nc(CN4CCCC4)nc4sc(C)c(C)c34)CC2)cc1	-25.1%	2.6%	-11.6	?	-15.1	2.7%	1.0%	i	6.1%
O=C(NCc1ccccc1Cl)C(=O)NCC1OCCN1S(=O)(=O)c1cccs1 (stereo unspecified)	1.3%	-18.2%	0.1	44.9%	8.1	?	1.3%	-12.3%	11.1%
O=C(NCC1COCCO1)c1cc(COc2c(F)cccc2F)on1 (stereo unspecified)	-2.3%	-3.6%	-5.5	12.3%	-6.5	5.4%	-9.9%	-9.3%	6.5%
COCC1CCN(C(=O)C2CCN(c3nc(-c4ccccc4)nc4c3CCC4)CC2)C1 (stereo unspecified)	-3.1%	15.3%	10.2	?	12.3	/	0.3%	-34.0%[inhibitor]	5.7%
Cc1cc(C)c(C(=O)COC(=O)c2cccc(S(=O)(=O)NCc3ccccc3)c2)cc1C	9.7%	-10.2%	4.3	?	2.9	18.4µM*	13.5%	i	-0.3%
COc1cc2c(cc1OC)CN(C(=O)Nc1ccccc1)CC2	-25.9%&-12.0%	?	2.9&0.7	18.7%&-5.9%	15.1	-40.8%	-1.8%	-4.7%	14.9%
Cc1cc(N2CCN(C(=O)c3ccco3)CC2)n2nc(-c3cccc(Cl)c3)cc2n1	-21.7%	14.1%	8.4	0.0%	29.7	?	2.4%	-22.7%[57.5 µM]	18.2%
Cn1nc(C(F)(F)F)c(-c2cccc(C(F)(F)F)c2)c1NC(=O)c1nccnc1C(=O)O	-4.0%	-22.8%[1.82 µM]	-8.9	12.7%	-17.2	8.3%	-8.9%	-6.0%	0.3%
Cc1cccc(C)c1OCC(=O)Nc1ccncc1	-2.1%	-23.0%	1.4	-5.3%	-4.8	-14.6%	2.7%	-54.6%	1.4%
O=S1c2ccccc2Oc2ccccc21	1.9%	-12.0%	1.5	6.8%	-2.8	27.1%	0.6%	i	13.6%
CCOC(=O)c1ccc(NC(=O)Nc2c(C)nn(C)c2C)cc1	-29.6%	-22.2%	-11.9	-2.4%	-8.8	-0.9%	-8.6%	i	-11.2%
Cc1ccn2c(CNCC3OCCc4ccccc43)c(C(=O)N3CCCCCC3)nc2c1 (stereo unspecified)	-19.3%	-16.1%[0.397 µM]	-12.7	-21.0%	-80.9*	-0.2%	1.6%	-19.5%	22.3%
COc1ccccc1NC(=O)CCN1CC(C)OC(C)C1 (stereo unspecified)	-0.8%	-21.1%	-4.9	2.4%	?	-3.3%	0.8%	-2.9%[57.5 µM]	0.2%
CCn1nnc(NC(=O)c2ccc(-c3ccc(Cl)cc3)o2)n1	24.2%	?	1.8	-8.9%	7.7	-5.4%	5.8%	-49.1%[inhibitor][57.5 µM]	13.4%
Cc1cccc(C(=O)NN2S(=O)(=O)c3ccccc3S2(=O)=O)c1	-0.8%	15.9%	-4.5	20.8%	0.0	5.7%	-2.1%	-29.1%	-1.3%
Cc1csc(Sc2nc3c(c(=O)[nH]c(=O)n3C)n2CCCc2ccccc2)n1	-19.8%	14.4%	1.1	0.0%	24.5	4.11µM*	-7.9%	i	-0.1%
Cc1ccc(-n2c(SCC(=O)NCC3CCCO3)nc3ccccc3c2=O)cc1 (stereo unspecified)	-3.7%	13.9%	-18.9	-17.0%	?	?	15.5%	i	1.7%
Cc1cc(C)cc(NC(=O)CSc2nnc(-c3ccncc3)o2)c1	4.9%	-19.6%	2.2	6.9%	7.5	18.9%	2.5%	i	7.7%
O=C(CCCn1c(=O)c2ccccc2n(Cc2ccc(F)cc2Cl)c1=O)NCCc1ccc(Cl)cc1	-1.1%	18.3%	-4.5	9.6%	/	-13.6%	/	-1.5%	0.6%
O=C(CN1CCCCC1)Nc1cccc(Oc2ccccc2)c1	0.8%	2.9%	-3.3	?	?	-7.0%	2.3%	-11.3%	16.9%
Cc1nc(CS(=O)c2ccccc2)cc(N2CCOCC2)n1 (stereo unspecified)	-6.7%	-0.7%	-3.0	12.4%	-19.3	0.1%	-2.8%	-1.4%[57.5 µM]	-5.4%
